influenza NS1A – H1N1 influenza NS1A inhibitors, functional cell based assay (AID 504329) | 0.3% of 340,000 active | NS1A functional cell-based assay, percent inhibition; higher % means a stronger effect | one-dose inhibition, % at 12.5 µM; IC50 in µM for titrated hits; in the data active means a potency from the dose series; inconclusive means inhibition above about 27% without an active follow-up result; further: strong numbers were not always called active
inhibitors of VEEV – inhibitors of VEEV TC-83 cytopathic effect, confirmation, Vero cells (AID 588727); inhibition, % at 20 µM, or IC50 in µM where a hit was titrated; Vero cells, VEEV TC-83 cytopathic effect inhibition; higher % means a stronger effect; 0.13% of 350,000 active; in the data active means a potency from the dose series; inconclusive means inhibition mostly from about 14% at the one dose, without a potency; inactive means the rest, 99 in 100 with inhibition below about 12%; further: strong numbers were not always called active
M. tuberculosis HTS – M. tuberculosis growth inhibition, HTS (AID 449762); M. tuberculosis H37Rv growth inhibition, 7H9 media; higher % means a stronger effect; one-dose inhibition, % at 25 µM; IC50 in µM for titrated hits; 0.59% of 330,000 active; in the data active means a potency from the dose series; inconclusive means inhibition above about 70% without an active follow-up result;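 further: bacterial growth assessed after seven days of incubation; strong numbers were not always called active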
Salmonella PhoP GFP – PhoP regulon inhibitors, Salmonella typhi PhoP promoter GFP reporter, confirmatory (AID 1850); Salmonella Typhi PhoP-promoter GFP reporter, fluorescence, 4 h; higher % means a stronger effect; inhibition, % at 50 µM; hits with a dose series show IC50 in µM; 0.33% of 310,000 active; in the data active means a potency from the dose series; inconclusive means inhibition mostly from about 25% at the one dose, without a potency; inactive means the rest, 99 in 100 with inhibition below about 19%;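 further: 0% = induced wells with vehicle and 100% = uninduced wells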
tuberculosis growth – growth inhibition of non-replicating M. tuberculosis (AID 488890) | 0.39% of 320,000 active | Mycobacterium tuberculosis non-replicating, growth inhibition; higher % means a stronger effect | inhibition, % at 25 µM; hits with a dose series show IC50 in µM; in the data active means a potency from the dose series; inconclusive means inhibition mostly from about 82% at the one dose, without a potency; inactive means the rest, 99 in 100 with inhibition below about 76%;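 further: plate controls were DMSO cells for no effect and high antibiotic wells for full effect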
inhibitors of VEEV 10K pilot screen – second read-out of inhibitors of VEEV, no call of its own (marks repeat the call); inhibition, %; measured here: 10K pilot screen inhibition
Numbers without * were called inactive; i = inactive; ? = inconclusive; · = not tested or not shown.

SMILES	influenza NS1A	inhibitors of VEEV	M. tuberculosis HTS	Salmonella PhoP GFP	tuberculosis growth	others
COc1cc(C(=O)NCc2ccncc2)cc(OC)c1OC	-2%	1.9%	4%	-6%	-11%
COc1ccccc1N(Cc1ccccc1)S(=O)(=O)c1cccc(C(=O)Nc2ccccn2)c1	-8%	?	-6%	-11%	4%
CC(C)Sc1nc2c([nH]c3ccccc32)c(=O)n1C	1%	1.9%	4%	-1%	5%
O=C1NC(Cc2ccccc2)c2nc3cc(Cl)ccc3c(=O)n2-c2ccccc21 (stereo unspecified)	·	·	3%	·	17%
O=C(OCc1cnc(Cl)s1)c1ccccc1Cl	-10%	0.3%	-3%	15%	·
O=C(CN(c1ccccc1F)S(=O)(=O)c1ccccc1)Nc1ccccc1C(=O)N1CCOCC1	-2%	8.2%	-6%	-2%	-13%
COc1ccc(OC)c(CN2CCC(C(=O)N(C)CCc3ccc(OC)c(OC)c3)CC2)c1	11%	0.1%	-8%	-9%	-3%
COc1cccc(C2CC(c3cccs3)=NN2S(C)(=O)=O)c1OC (stereo unspecified)	-9%	7.1%	-2%	10%	-9%
COC(=O)/C=C/C(=O)Nc1cccnc1	0%	1.4%	0%	2%	-9%	inhibitors of VEEV 10K pilot screen=0.0
CCC(=O)Nc1ccc(-c2nnc(-c3ccccc3)o2)cc1	6%	0.8%	1%	0%	7%
COc1ccc(Cn2cccc(NC(=O)Nc3cccc(OC)c3)c2=O)cc1	-11%	4.2%	4%	1%	52%
CN(C)c1ccc(C(=O)/C=C/c2ccccc2)cc1	0%	0.5%	-3%	-2%	80%
CCOc1ccc(OCC)c(NC(=O)CC2Oc3ccccc3NC2=O)c1 (stereo unspecified)	-3%	8.1%	-6%	-7%	·
O=C(Nc1ccc(Br)cc1)c1ccc2ncsc2c1	8%	3.7%	1%	12%	50%
COc1ccc(NC(=O)CCNS(=O)(=O)c2ccccc2F)cc1S(=O)(=O)N1CCOCC1	-4%	0.7%	·	·	·
COc1cccc(C(=O)/C=C/Nc2ccc(S(=O)(=O)Nc3onc(C)c3C)cc2)c1	-5%	1.3%	-6%	-2%	68%
Cc1cc(C)c(NC(=O)CSc2nc3ccc(NC(=O)CSc4nnnn4Cc4ccccc4)cc3s2)c(C)c1	3%	4.1%	1%	1%	17%
N/C(=N\OC(=O)COc1ccc2ccccc2c1)c1cccnc1	4%	4.8%	7%	-5%	38%
COc1ccc(CC(=O)OCC(=O)N2CCCc3ccccc32)cc1	-6%	1.1%	2%	-5%	20%
CCc1nnc(NC(=O)c2nn(-c3ccccc3)nc2C)s1	-20%	0.9%	2%	-12%	25%
O=C(O)C1CCCN(S(=O)(=O)c2ccc(Br)cc2)C1 (stereo unspecified)	6%	1.5%	0%	-16%	-13%
COc1ccc(NC(=O)Cn2c(=O)n(-c3ccccc3)c(=O)c3sccc32)c(OC)c1	-7%	8.0%	-2%	-2%	-5%
CCCCCOC(=O)Cn1c(=O)c2c(nc(N3CCOCC3)n2C)n(C)c1=O	2%	0.5%	-4%	-3%	2%
COc1ccccc1CCNC(=O)C(=O)Nc1cc2c3c(c1)C(C)C(=O)N3CCC2 (stereo unspecified)	-10%	7.4%	45%	-1%	10%
Nc1cc(C(=O)OCC(=O)N2CCCC2)ccc1Cl	-4%	0.9%	-3%	1%	-6%
CCn1c(SCC(=O)N=Nc2c(O)[nH]c3ccccc23)nnc1-c1ccc(C(C)(C)C)cc1	·	·	2%	-4%	-3%
CCN(CC)C(=O)CSc1nc(OC)cc(=O)[nH]1	-5%	2.5%	9%	-4%	·
O=c1cc(CSc2nc3ccccc3[nH]2)c2ccccc2[nH]1	5%	1.5%	0%	2%	24%
Nn1c(SCC(=O)Nc2nccs2)nnc1-c1cccnc1	4%	i	-5%	·	-7%
COC1CCN(Cc2c(C(=O)N3C[C@@H](C)O[C@@H](C)C3)nc3ccc(Cl)cn23)CC1	2%	i	-2%	-10%	-8%
CN(CC(=O)Nc1ccccc1Br)C(=O)c1ccccc1Sc1ccccc1C#N	-3%	7.6%	·	·	·
O=C(NC(=S)Nc1cccc(O)c1)c1ccco1	1%	0.0%	5%	0%	7%
COc1ccc(NC(=O)CSc2nncs2)cc1S(N)(=O)=O	-3%	i	-6%	-7%	1%
CC(C)NC(=O)CCCn1cc([N+](=O)[O-])cn1	-7%	1.8%	2%	-2%	-9%
COc1ccc(S(=O)(=O)N2CCN(Cc3cccc(F)c3)CC2)cc1	0%	i	46%	0%	0%
CCN(Cc1ccccc1)C(=O)c1ccc(N(C)S(=O)(=O)c2ccc(C)cc2)cc1	-4%	10%	-6%	5%	7%
COc1ccc2cc(C=O)n(C)c2c1	-3%	1.1%	-7%	·	-16%
COc1ccccc1C(=O)Nc1ccc(S(=O)(=O)Nc2cc(C)on2)cc1	-6%	1.1%	-2%	0%	11%
S=C(NCC1CCCO1)Nc1cccc2ccccc12 (stereo unspecified)	-60%	1.6%	2%	6%	?
C=CCn1c(SCC(=O)Nc2ccccc2OC)nc(O)c(CC)c1=O	-7%	6.5%	-10%	1%	-5%
COc1ccc(C(=O)C2CCCN(C(=O)/C=C/c3cnc[nH]3)C2)c(C)c1 (stereo unspecified)	-10%	3.0%	11%	-2%	-4%
COc1cc(NC(=O)c2cccs2)c(OC)cc1NC(=O)CCn1nnc2ccccc21	-5%	1.4%	1%	-12%	4%
Cc1cc(C)c(C)c(S(=O)(=O)N2CCN(C(=O)C3CCC3)CC2)c1C	-3%	1.4%	-10%	6%	9%
COc1ccc(NC(=O)C2=C(C)Nc3nc(CCCO)nn3C2c2ccc(OC)c(OC)c2)cc1 (stereo unspecified)	6%	1.8%	-2%	-7%	-3%
O=C(O)c1ccccc1NC(=O)C1CCN(S(=O)(=O)c2cccc3nsnc23)CC1	-2%	1.5%	-15%	-12%	1%
CCCCC(=NCCc1c(C)[nH]c2ccccc12)C1=C(O)CC(c2ccccc2)CC1=O (stereo unspecified)	2%	7.0%	19%	2%	13%
CCCCn1c(NC(=O)CC)c(C#N)c2nc3ccccc3nc21	-18%	5.5%	9%	-2%	13%
O=C(COC(=O)c1ccccc1)c1ccc(Br)cc1	-8%	0.4%	-6%	-7%	41%
COC(=O)[C@H]1C[C@@H]1[C@H](NC(=O)[C@H]1C[C@@H]1[C@H](NC(=O)OCc1ccccc1)c1ccccc1)c1ccccc1	-9%	7.4%	3%	-1%	23%
Cc1cccc(NC(=O)CSc2nc3[nH]ncc3c(=O)n2-c2ccccc2)c1	·	·	3%	7%	27%
Nc1nc(SCC(=O)NCC2CCCO2)n[nH]1 (stereo unspecified)	20%	0.4%	-7%	1%	-2%
CCOC(=O)c1[nH]c2ccc(OC)cc2c1NC(=O)c1ccc(OC)c(OC)c1	-9%	8.5%	5%	-7%	-1%
O=C1/C(=C/c2ccncc2)SC(=S)N1C1CCCCC1	16%	0.8%	9%	-1%	22%
COc1ccc(S(=O)(=O)Nc2ccc3c(c2)C(=O)N([C@H](C)CO)C[C@H](C)[C@@H](CN(C)C(=O)Nc2ccccc2)O3)cc1	7%	0.8%	1%	·	18%
COc1ccc(-c2nc3cccc(C)n3c2NCC2CCCO2)cc1O (stereo unspecified)	9%	8.3%	1%	-18%	4%
CCOc1ccc(S(=O)(=O)Nc2cccc(C(=O)N3CC(C)OC(C)C3)c2)cc1 (stereo unspecified)	0%	2.0%	1%	3%	19%
O=S(=O)(Cc1ccccc1)N1CCN(C/C=C/c2ccccc2)CC1	4%	0.3%	-1%	2%	1%
CCOC(=O)c1nn(-c2ccccc2)c(=O)cc1OCC(=O)Nc1ccccc1OCC	-4%	1.8%	-7%	10%	-1%
Cc1ccc2c(CC(=O)NC3=NCCS3)coc2c1	13%	1.3%	1%	-3%	16%
Nc1ncc([N+](=O)[O-])cc1Br	12%	0.1%	5%	-8%	24%
The list goes on:
SMILES	influenza NS1A	inhibitors of VEEV	M. tuberculosis HTS	Salmonella PhoP GFP	tuberculosis growth	others
COc1ccc(/C=C(\CC(=O)O)c2nc3ccccc3s2)cc1O	7%	0.4%	0%	-5%	-2%
C=CCn1c(SCC(=O)c2ccc(O)c(O)c2)nnc1-c1cccc(OC)c1	-11%	7.4%	-2%	·	40%
Cc1c(NC(=O)COC(=O)/C=C/c2cccc(Br)c2)c(=O)n(-c2ccccc2)n1C	-5%	0.4%	0%	·	4%
O=C(NCc1ccccn1)C(=O)N/N=C/c1ccccc1O	14µM*	i	-1%	-4%	7%
Cc1ccc(S(=O)(=O)N2CCCCC2)cc1NC(=O)Cc1cccs1	-2%	4.1%	5%	·	23%
COc1cccc(-c2nn(Cc3ccccc3)cc2CO)c1	1%	0.3%	-3%	-7%	20%
O=C(COc1ccccc1)N1CCN(S(=O)(=O)c2ccc(Br)cc2)CC1	0%	0.5%	11%	3%	22%
CCOc1ccc(C(=O)Nc2cc(NC(=O)c3ccc(OCC)c(Cl)c3)cc(C(=O)O)c2)cc1Cl	6%	6.7%	·	·	·
CCN1/C(=C\C=C2\C(=O)N(C)C(=S)N2C)Sc2ccccc21	-15%	i	5%	4%	16%
CCc1cc(=S)n2c([nH]c3ccccc32)c1C#N	-7%	2.0%	0%	21%	2%
COc1cc(C2CC(=O)c3c(O)cc(O)cc3O2)ccc1O (stereo unspecified)	4%	1.6%	-9%	1%	6%
Cc1ccc([N+](=O)[O-])cc1NC(=O)CNC1CCCCC1	4%	0.2%	7%	-2%	-1%
COc1ccccc1CNC(=O)c1cnn2c(C(F)F)cc(C)nc12	4%	2.7%	-1%	4%	·
COc1ccsc1NC(=O)OCc1ccc(Cl)cc1	2%	i	-3%	4%	9%
CCn1cc(CN2CCC(C(=O)Nc3cccc(-c4cscn4)c3)CC2)cn1	15%	i	-6%	-5%	1%
O=C(NCc1cccs1)C(Cc1ccccc1)NS(=O)(=O)c1cccs1 (stereo unspecified)	-8%	4.8%	-15%	-12%	47%
CN(CC(=O)Nc1ccccc1Cl)C(=O)c1ccc(N2CCCCCC2)c([N+](=O)[O-])c1	12%	i	-4%	·	26%
CCS(=O)(=O)N1CCCC(C(=O)NC2CCCC2)C1 (stereo unspecified)	6%	1.0%	-6%	-6%	20%	inhibitors of VEEV 10K pilot screen=0.7
COCCNC(=O)C1CC(c2cccc(F)c2)=NO1 (stereo unspecified)	-6%	1.4%	-2%	-22%	-6%
CN(C)S(=O)(=O)c1cccc(C(=O)Nc2cc(S(=O)(=O)N3CCOCC3)ccc2N2CCCC2)c1	-3%	7.2%	·	·	·

An excerpt taken from the entries so far, as a working copy:
SMILES	influenza NS1A	inhibitors of VEEV	M. tuberculosis HTS	Salmonella PhoP GFP	tuberculosis growth	others
COc1cc(C(=O)NCc2ccncc2)cc(OC)c1OC	-2%	1.9%	4%	-6%	-11%
COc1ccccc1N(Cc1ccccc1)S(=O)(=O)c1cccc(C(=O)Nc2ccccn2)c1	-8%	?	-6%	-11%	4%
CC(C)Sc1nc2c([nH]c3ccccc32)c(=O)n1C	1%	1.9%	4%	-1%	5%
O=C1NC(Cc2ccccc2)c2nc3cc(Cl)ccc3c(=O)n2-c2ccccc21 (stereo unspecified)	·	·	3%	·	17%
O=C(OCc1cnc(Cl)s1)c1ccccc1Cl	-10%	0.3%	-3%	15%	·

Structures listed so far containing a furan ring, fused or not (2):
SMILES	influenza NS1A	inhibitors of VEEV	M. tuberculosis HTS	Salmonella PhoP GFP	tuberculosis growth	others
O=C(NC(=S)Nc1cccc(O)c1)c1ccco1	1%	0.0%	5%	0%	7%
Cc1ccc2c(CC(=O)NC3=NCCS3)coc2c1	13%	1.3%	1%	-3%	16%

Carrying on:
SMILES	influenza NS1A	inhibitors of VEEV	M. tuberculosis HTS	Salmonella PhoP GFP	tuberculosis growth	others
COc1cccc(C(=O)CN2C(=O)C(C)(C)Oc3ccc(C(=O)N4CCOCC4)cc32)c1	8%	2.3%	-5%	2%	-11%
Cn1nc(CSc2ccccc2)c(C=O)c1Cl	-2%	2.3%	1%	-11%	2%
Cc1[nH]c(C(=O)O)c(C)c1C(=O)OC(C)C	25%	0.3%	1%	0%	5%	inhibitors of VEEV 10K pilot screen=0.0
O=c1n(Cc2ccccc2Cl)c2sc3c(c2c2ncnn12)CCCC3	0%	i	·	·	·
COc1ccc(C(=O)n2nnc3ccccc32)cc1Br	-6%	3.5%	-7%	-4%	21%
CC1CCN(C(=O)COC(=O)Cn2cnc3c2c(=O)n(C)c(=O)n3C)CC1	-15%	0.6%	0%	4%	-16%
Cc1c(Cl)cccc1NC(=S)N1CC2CC(C1)c1cccc(=O)n1C2 (stereo unspecified)	-5%	1.3%	0%	-10%	0%
COc1ccc(N(CC(=O)Nc2ccc(S(=O)(=O)N3CCCCC3)cc2)S(C)(=O)=O)cc1OC	-8%	i	-6%	-1%	14%
